Assay outcomes deposited in PubChem BioAssay by several laboratories.
WT yeast gro inh: growth inhibition of WT yeast, mitochondrial fusion screen. inhibition, % at 10 µM. 190,000 tested, 2.1% active. AID 1362. mitochondrial fusion phenotypic screen, WT strain; in the data active = inhibition above about 58%; tested in S. cerevisiae
T cell HTS: modulates CD8 T cell binding to vesicles; 2C CD8+ T cell-vesicle binding, flow cytometry; active compounds read low; calls only at 7 µM; 330,000 tested, 0.068% active; AID 2052;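 active = response, share of CD8 T cells binding vesicles, and their 90th percentile fluorescence all below set limits, cut at about 80% in these data, passing the limit was not always enough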
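System: murine 2C transgenic CD8+ T lymphocytes; also added: QL9-loaded Drosophila micro-vesicles; times: binding 1.5 h at 37 °C; measured by: flow cytometry, PE anti-B7-1 (FL2) versus Alexa647 anti-CD8 (FL8), PFA-fixed; control set: Peptide-free naked vesicles (low) and QL9 vesicles with 0.7% DMSO vehicle (high)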
Myeloid diff 2: compounds promoting myeloid differentiation; ER-HoxA9 myeloid progenitors, lysozyme-GFP differentiation, flow cytometry; calls only at 10 µM; 360,000 tested, 1% active;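 active = normalized GFP-positive differentiation at or above the plate's own cutoff, the solvent-only control mean plus 3 SD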;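 also: cells exposed to compound for four days before flow analysis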
Insulin prom up: MIN6 insulin promoter up-regulation; z-score at 5 µM; MIN6 insulin promoter-GFP reporter, high-content imaging; active compounds read high; 190,000 tested, 0.3% active;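 active = z-score above 3 at 5 µM with at least 500 cells counted in the well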
Lipid droplet: hepatic lipid droplet formation modulation; AML12 mouse hepatocytes, oleate lipid droplets, BODIPY imaging; inhibition, % at 6.5 µM; 240,000 tested, 0.4% active;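 active = lipid droplet intensity inhibited by at least 50%, with more than 500 cells counted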
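Assay system: AML12 mouse liver cells | Compound: 6.5 µM single-point dosing | Schedule: Overnight exposure | Technique: Fluorescence imaging, 20x objective, two fields per well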
Autophagy mod: autophagy modulation, high-content screen; MEF GFP-LC3 puncta imaging; test concentration mostly 10 µM; calls only at 10 µM (by protocol); 190,000 tested, 0.98% active; AID 463193;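 active = percentage of spot-positive cells more than 3 SD above its plate mean, without a fluorescence outlier flag or 80% toxicity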;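 also: spot-positive cell cutoff set from DMSO-treated cells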
West Nile virus CPE: inhibition of WNV-induced cytopathic effect – cell-based, CPE readout (AID 1621) | West Nile virus-infected cells, CPE inhibition; higher % means a stronger effect | 290,000 tested, 0.02% active | CPE inhibition, % at 10 µM; hits with a dose series show IC50 in µM; in the data active = a potency from the dose series; also: strong numbers were not always called active
MT stabilize HCS: microtubule stabilizers in HeLa cells; HeLa tubulin immunostaining HCS, 24 h; share of cells brighter than vehicle mean+2SD; % tubulin-high responders, % at 10 µM; 200,000 tested, 0.83% active;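 active = plate Z-score above 3 for both tubulin-high and condensed-nucleus cell shares, with cell loss under 80%, at 10 µM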;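 also: anti alpha tubulin signal scored within the nucleus-defined area of each cell; some results filed as inactive read as strong as hits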
bCat nuc transl: beta-catenin nuclear translocation modulation; HeLa beta-catenin nuclear translocation, immunofluorescence imaging; nuclear translocation activity, % at 5 µM; 190,000 tested, 0.3% active; AID 1665;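 active = nuclear translocation activity above 50% at 5 µM, with a well cell count of 50 or more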;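 also: per-cell ratio of nuclear to cytoplasmic median beta-catenin stain intensity; plate controls were DMSO negative control for no effect and GSK-3 inhibitor IX positive control for full effect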
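test system = HeLa cells, endogenous beta-catenin | dosing = single 5 µM dose plus 0.02–20 µM confirmation series | times = compound treatment 24 h, 37°C, 5% CO2 | technique = beta-catenin immunofluorescence imaging with DAPI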
WT yeast gro inh mutant strain: recorded beside WT yeast gro inh, whose call it bears; inhibition, %; mitochondrial fusion phenotypic screen, mutant strain inhibition
Insulin prom up cell count: further read-out of Insulin prom up, marked with its call; cell count; measured here: cytotoxicity, nuclei count;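 total cells summed across four imaged fields per well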
Lipid droplet cells 6.5 µM: further read-out of Lipid droplet, marked with its call; cell count; measured here: cell count, cytotoxicity flag;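 cells counted across two imaged fields per well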
bCat nuc transl cell count 5 µM: second read-out of bCat nuc transl, no call of its own (marks repeat the call); cell count; measured here: cell count, cytotoxicity flag
T cell HTS vesicle-bound %: further read-out of T cell HTS, marked with its call; double positive events, %; measured here: CD8+ vesicle-bound cell fraction;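 binding gate set so that unloaded-vesicle control wells show 10% double positive cells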
MT stabilize HCS Hoechst-high %: further read-out of MT stabilize HCS, marked with its call; % Hoechst-high responders; measured here: nuclear condensation Hoechst responders;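 share of cells brighter than vehicle mean plus two SD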
MT stabilize HCS cytotoxicity %: further read-out of MT stabilize HCS, marked with its call; toxicity, %; measured here: cytotoxicity by cell density;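 0% = mean cell density of plate MIN control wells and 100% = no cells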
Autophagy mod cell loss 18 h: also measured in Autophagy mod; calls as there; toxicity, %; measured here: cell loss, nuclei count;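 cell loss after 18 h compound exposure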
Myeloid diff 2 GFP+ MAC1+ %: also measured in Myeloid diff 2; calls as there; GFP+ MAC1+ double positive, %; measured here: differentiation confirmed by MAC1 staining
Active calls of the source: *; i = inactive; · = no result given.

SMILES	WT yeast gro inh	WT yeast gro inh mutant strain	T cell HTS	T cell HTS vesicle-bound %	Myeloid diff 2	Myeloid diff 2 GFP+ MAC1+ %	Insulin prom up	Insulin prom up cell count	Lipid droplet	Lipid droplet cells 6.5 µM	Autophagy mod	Autophagy mod cell loss 18 h	West Nile virus CPE	MT stabilize HCS	MT stabilize HCS Hoechst-high %	MT stabilize HCS cytotoxicity %	bCat nuc transl	bCat nuc transl cell count 5 µM
COc1ccccc1N1CCN(C(=O)CN(C)S(=O)(=O)c2cc(C)ccc2OC)CC1	2	8	i	52	i	0.5	-0.23	1434	-8	751	i	-2	-0.6%	1.4	1.0	3.7	-0.7	1018
CS(=O)(=O)N(CCCC(=O)N1CCCCCC1)c1cccc(Cl)c1	·	·	i	50	i	0.3	·	·	8	858	·	·	-1.4%	·	·	·	·	·
COc1ccc(C2=NO[C@@H]3C(=O)N(c4c(C)cccc4C)C(=O)[C@H]23)cc1OC	-1	10	i	36	i	2.6	-0.23	1143	·	·	i	-18	-0.2%	4.7	2.0	6.0	-2.9	971
NC(=O)Cn1c(-c2nonc2N)nc2ccccc21	12	0	i	25	i	0.5	0.64	1218	34	677	i	20	0.7%	1.6	1.3	14	1.1	1098
NC(=O)c1nnn(-c2cccc(C(F)(F)F)c2)c1-c1ccccc1	·	·	i	34	i	0.4	-0.22	984	-1	746	·	·	-0.6%	·	·	·	0.4	1289
Cc1noc(C)c1S(=O)(=O)Nc1ccccc1OC(F)(F)F	·	·	i	40	i	0.5	·	·	3	766	·	·	1.0%	·	·	·	-0.8	1147
COc1ccc(/C=C/C(=O)Nc2ccc(OC)nc2)cc1	11	-9	i	48	i	0.5	0.77	1221	-22	691	i	8	-0.5%	4.9	1.8	9.2	-4.0	560
O=C(COc1ncnc2ccccc12)Nc1cc([N+](=O)[O-])ccc1F	·	·	i	23	i	0.1	1.1	1360	-10	686	·	·	-0.3%	·	·	·	-0.1	1297
C=CCN1C(=O)N/C(=C/c2ccc(C)o2)C1=O	-7	-9	i	56	i	0.1	-0.05	1314	1	621	i	8	-0.5%	3.1	1.4	6.0	-0.4	1153
O=S(=O)(Nc1cccnc1)c1ccc(Br)c2ccccc12	·	·	i	29	i	0.7	·	·	-1	901	·	·	0.1%	·	·	·	·	·
CC(C)NS(=O)(=O)c1ccc(CCC(=O)NCc2ccc3c(c2)OCO3)cc1	-26	1	i	8	i	10	0.27	1245	-16	737	i	5	-1.2%	3.5	1.6	5.4	-0.9	1213
N#CNC(=Nc1cccc(C(F)(F)F)c1)SCc1ccc(C(=O)O)cc1	·	·	i	52	i	0.2	0.6	1396	·	·	·	·	0.3%	·	·	·	1.3	1261
CC1=C(C#N)CCC(=O)N1Cc1c(F)cccc1Cl	-11	2	i	43	i	0.0	0.67	1170	14	670	i	-7	-0.6%	3.0	2.5	6.3	0.9	1019
O=C(NC1CCCC1)C(c1ccc(F)cc1)N(C(=O)c1csnn1)C1CC1 (stereo unspecified)	·	·	i	49	i	0.7	·	·	-7	825	·	·	-0.6%	·	·	·	·	·
COC(=O)C1(CCSC)NC(c2ccc(O)cc2)C2C(=O)N(c3ccc4c(c3)OCCO4)C(=O)C21 (stereo unspecified)	-5	-3	i	46	i	1.1	0.03	1201	·	·	i	2	0.5%	2.1	1.2	5.4	-5.6	1023
NC1=C(O)C(=O)C(c2ccccc2)O1 (stereo unspecified)	·	·	i	17	i	0.4	1	1345	15	848	·	·	0.4%	·	·	·	-1.3	1394
CCN(CC)S(=O)(=O)c1ccc(C(=O)N2CCc3ccccc32)cc1	3	9	i	24	i	0.6	-0.33	1550	0	691	i	-3	-0.4%	3.5	2.4	12	2.1	921
CCN1CCCC1CNC(=O)C(NC(=O)C1CCC(C)CC1)C(C)C (stereo unspecified)	-3	2	i	38	i	0.7	0.06	1101	·	·	i	-2	·	3.7	2.5	16	-1.0	1506
Cc1nn(CC(=O)N2CCOCC2)c(=O)c2ccccc12	3	5	i	44	i	0.9	0.22	1281	·	·	i	17	0.4%	4.6	2.5	13	-0.2	1165
CN(C)S(=O)(=O)c1cccc(-c2nn(-c3ccccc3)cc2/C=C2\SC(=S)N(CC(=O)O)C2=O)c1	·	·	i	39	i	1.2	-0.06	1064	29	686	·	·	-0.4%	·	·	·	0.2	1359
CCOC(=O)N1CCN(c2ccccc2OC)CC1	·	·	i	35	i	0.6	0.09	1304	7	741	·	·	0.5%	·	·	·	1.5	994
CC(NC(=O)COc1ccccc1)C1COc2ccccc2O1 (stereo unspecified)	·	·	i	38	i	0.9	·	·	·	·	i	-3	-0.3%	2.7	1.7	3.2	·	·
CCC1=NN(C(=O)C(=O)Nc2ccc(Br)cc2)C(O)(C(F)(F)F)C1 (stereo unspecified)	6	7	i	9	i	0.3	·	·	-2	723	i	0	0.5%	3.7	2.5	1.5	1.0	544
CCOC(=O)c1ccc(Nc2nc(=O)c3cccnc3s2)cc1	8	12	i	36	i	5.3	-0.24	1670	·	·	i	19	3.0%	2.0	1.1	1.9	3.6	1302
Cc1ccc(N2C(=O)c3ccccc3C2=O)cc1Cl	6	4	i	40	i	0.0	1.5	1207	·	·	i	-16	0.1%	2.1	1.2	4.1	-0.6	1179

Overlap with the part before: 2 entries, followed by the next part.
SMILES	WT yeast gro inh	WT yeast gro inh mutant strain	T cell HTS	T cell HTS vesicle-bound %	Myeloid diff 2	Myeloid diff 2 GFP+ MAC1+ %	Insulin prom up	Insulin prom up cell count	Lipid droplet	Lipid droplet cells 6.5 µM	Autophagy mod	Autophagy mod cell loss 18 h	West Nile virus CPE	MT stabilize HCS	MT stabilize HCS Hoechst-high %	MT stabilize HCS cytotoxicity %	bCat nuc transl	bCat nuc transl cell count 5 µM
CCOC(=O)c1ccc(Nc2nc(=O)c3cccnc3s2)cc1	8	12	i	36	i	5.3	-0.24	1670	·	·	i	19	3.0%	2.0	1.1	1.9	3.6	1302
Cc1ccc(N2C(=O)c3ccccc3C2=O)cc1Cl	6	4	i	40	i	0.0	1.5	1207	·	·	i	-16	0.1%	2.1	1.2	4.1	-0.6	1179
O=C(NC(Cc1ccccc1)c1nc2ccccc2[nH]1)c1cccc([N+](=O)[O-])c1 (stereo unspecified)	·	·	i	17	i	0.6	0.61	692	-7	621	·	·	-0.1%	·	·	·	-0.4	1345
Cc1ccc(-n2c(Cn3c(C)nc4ccccc43)n[nH]c2=S)cc1	-5	-24	i	60	i	0.1	0.19	1267	-5	662	i	9	-0.1%	1.3	2.5	9.3	8.5	485
Cc1nn(-c2nc(-c3ccco3)cc(C(F)(F)F)n2)c(C)c1Br	-8	-27	i	28	i	1.1	·	·	-3	625	i	4	2.6%	2.3	1.8	7.9	-15	1162
Cn1c(=O)cc(OCC(=O)NCCCN2CCN(c3ccccc3F)CC2)c2ccccc21	0	-14	i	17	i	0.5	-2.2	999	-5	682	i	1	-0.6%	2.7	1.0	0.6	·	·
C=CCn1c(SCC(=O)NCCO)nc2sc(C)c(C)c2c1=O	-7	-13	i	42	i	0.3	-1.1	1261	-2	734	i	-1	1.1%	2.3	2.2	4.1	-3.1	1118
Cc1cc(=O)nc2c3ccccc3n(CC(=O)Nc3ccccc3Br)n12	·	·	i	26	i	0.7	-0.68	1067	-3	821	·	·	-0.4%	·	·	·	-0.1	1352
Cc1ccc2c(c1)N(CCC(=O)NC1CC1)C(=O)C(C)O2 (stereo unspecified)	3	6	i	48	i	1.1	·	·	·	·	i	8	-0.5%	2.0	1.4	2.2	·	·
CCOc1ccc(-n2c(Cc3cc(=O)[nH]c(=O)[nH]3)nnc2SCC(N)=O)cc1	-7	4	i	12	i	0.5	0.78	968	13	797	i	-1	0.1%	2.3	2.2	8.5	·	·
Cc1ccc(S(=O)(=O)N(CC(=O)Nc2cccnc2)c2cccc(Br)c2)cc1	·	·	i	34	i	0.7	·	·	1	738	·	·	-1.2%	·	·	·	·	·
CCOC(=O)c1ccc(N/N=C/c2cc(Br)cc([N+](=O)[O-])c2O)cc1	6	35	i	32	i	0.1	-0.54	1240	1	658	i	16	1.0%	1.9	2.6	7.4	0.0	1523
S=C(Nc1cccc(Cl)c1)N1CCN(Cc2ccccc2)CC1	18	9	i	47	i	1.0	-0.9	1027	-3	633	i	-6	-0.8%	2.0	1.2	7.1	3.2	494
COc1cccc(NC(=O)[C@@H]2CCCN2C(=O)C2CCN(S(=O)(=O)c3ccc(C)cc3)CC2)c1	-2	-1	i	46	i	1.8	0.3	1233	·	·	i	1	-0.9%	2.8	1.3	5.2	-2.1	1165
Cc1ccc(NC(=S)Nn2cnnc2)cc1	-15	6	i	59	i	0.1	-0.5	1394	-1	751	i	2	0.6%	3.6	3.1	7.2	-0.1	1562
COc1ccc(-n2cc(C(=O)Nc3cc([N+](=O)[O-])ccc3OC)c3ccccc3c2=O)cc1	17	4	i	31	i	0.3	0.16	1294	-15	619	i	-11	0.6%	2.2	2.9	13	-2.4	524

Complete entries as entered above. Order of screens: WT yeast gro inh | WT yeast gro inh mutant strain | T cell HTS | T cell HTS vesicle-bound % | Myeloid diff 2 | Myeloid diff 2 GFP+ MAC1+ % | Insulin prom up | Insulin prom up cell count | Lipid droplet | Lipid droplet cells 6.5 µM | Autophagy mod | Autophagy mod cell loss 18 h | West Nile virus CPE | MT stabilize HCS | MT stabilize HCS Hoechst-high % | MT stabilize HCS cytotoxicity % | bCat nuc transl | bCat nuc transl cell count 5 µM
CCOc1ccc(-n2c(Cc3cc(=O)[nH]c(=O)[nH]3)nnc2SCC(N)=O)cc1 is entered as -7 | 4 | i | 12 | i | 0.5 | 0.78 | 968 | 13 | 797 | i | -1 | 0.1% | 2.3 | 2.2 | 8.5 | · | ·
CCOC(=O)c1ccc(N/N=C/c2cc(Br)cc([N+](=O)[O-])c2O)cc1 is entered as 6 | 35 | i | 32 | i | 0.1 | -0.54 | 1240 | 1 | 658 | i | 16 | 1.0% | 1.9 | 2.6 | 7.4 | 0.0 | 1523
Cc1ccc(-n2c(Cn3c(C)nc4ccccc43)n[nH]c2=S)cc1 is entered as -5 | -24 | i | 60 | i | 0.1 | 0.19 | 1267 | -5 | 662 | i | 9 | -0.1% | 1.3 | 2.5 | 9.3 | 8.5 | 485

Compounds were not picked by outcome; any-hit rate near 3.9%.
